Screening results: PubChem BioAssay, Broad Institute
EWS-Fli block = EWS/Fli-driven NR0B1 reporter inhibitors, primary screen, A673 cells, NR0B1 luciferase, luminescence, MLPCN library. viability-normalised. inhibition, % at 12.6 µM. hit rate 0.67% among 350,000. AID 651661, 2012;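 active means mean inhibition of at least 50% after viability correction, with every replicate also passing that limit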;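 further: firefly luciferase signal divided by Alamar Blue viability fluorescence both relative to DMSO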
PGC1a acetyl inh = inhibitors of PGC1a acetylation signal, primary screen, cell-based, U2OS, AlphaScreen, inhibitor mode | AlphaScreen anti-acetyl-lysine; with virally co-expressed GCN5 acetyltransferase | inhibition, % at 15.6 µM | hit rate 0.17% among 350,000 | AID 651687, 2012;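 active means every replicate shows inhibition of at least 40%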;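 further: 0% = neutral control wells and 100% = positive control wells; some results beyond the cut were filed as inactive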
miR122 inh = miR-122 Renilla sensor signal increase in Huh7, primary screen, miR-122 inhibitor project, cell-based, single point, plate reader | Huh7 miR-122 Renilla luciferase sensor, 48 h; neutral wells = 0, positive control = 100 | activation (reporter increase), % at 12.5 µM | hit rate 0.3% among 340,000 | AID 602342, 2012;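 active means mean replicate activation score at least 90 and every replicate individually at or above 90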;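 further: higher luciferase means less miR-122 activity so hits act as miR-122 inhibitors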
LGR2 antag = inhibitors of bursicon-induced LGR2 CRE-luciferase signal, primary screen, cell-based, HEK293, CRE-luciferase reporter, bursicon stimulation; Drosophila bursicon receptor LGR2 (rickets); bursicon-stimulated, 4 h; inhibition, % at 9.99 µM; hit rate 0.35% among 380,000; AID 720647, 2013;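 active means drop in luminescence signal, shown as inhibition above about 50% in the replicate tests, limit read from the data, passing the limit was not always enough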;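 further: agonist challenge used bursicon conditioned medium at about half maximal strength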
Cneo AK release = Cryptococcus neoformans cell lysis inducers, primary screen, AK release luminescence, single concentration; C. neoformans lysis, adenylate kinase release luminescence, 4 h; normalised: neutral wells 0, clomiphene wells 100; lysis activity, % at 15 µM; hit rate 0.2% among 360,000; AID 651654, 2012;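 active means mean lysis activity across replicates of at least 80%, whatever share of replicates individually reach that level; inactive means mean lysis activity below 80%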
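Material – log-phase Cryptococcus neoformans yeast cells · Input – 5 × 10^6 yeast cells/mL · Medium – fresh YPD growth medium · Doses – single compound concentration per well · Timing – static 4 h at 37 °C with compound, 1 h detection · Detection – adenylate kinase release luminescence · Read-out – signal increase indicating cell lysis · Control set – Clomiphene as positive lysis control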
FN deposition inh = inhibitors of fibronectin matrix deposition, primary screen, AH1F cells, Alexa488-fibronectin fluorescence, plate reader; AH1F fibroblasts, overnight; inhibition, % at 12.6 µM; hit rate 0.086% among 350,000;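 active means mean inhibition across replicates of 30% or more, regardless of how many single replicates reach that level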;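 further: positive control wells lacked labelled fibronectin entirely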
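Material – AH1F fibroblast monolayer, labelled fibronectin deposition · Reagent – labelled fibronectin 24 nM · Timing – 1 h adhesion, overnight exposure · Measured by – fluorescence at 485 nm excitation, 525 nm emission · Read-out – inhibition of fibronectin deposition signal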
PAX8 reporter = inhibitors of PAX8-driven TPO luciferase reporter, primary screen, RMG-I cells, single concentration | hit rate 1.2% among 360,000 | inhibition, % at 12.6 µM | AID 652154, 2013 | SteadyGlo, 24 h;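 active means mean replicate inhibition at least 60% with every replicate also reaching 60%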;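 further: luciferase light reporting Pax8 driven TPO promoter activity; plate controls were median of neutral control wells for no effect and mitoxantrone controls for full effect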
CASP6 VEID inh = human caspase-6 inhibitors, primary screen, biochemical, VEID-R110 fluorescence, single point, set 2 | P55212 | purified caspase-6, Z-VEID-R110 cleavage fluorescence | inhibition, % at 12.5 µM | hit rate 0.53% among 350,000 | AID 686996, 2013;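 active means mean inhibition across replicates at least about 35%, with every replicate also reaching that limit, limit read from the data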;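 further: 0% = median of neutral control wells and 100% = no fluorescence left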
Target sequence (P55212 24-179 limits assumed): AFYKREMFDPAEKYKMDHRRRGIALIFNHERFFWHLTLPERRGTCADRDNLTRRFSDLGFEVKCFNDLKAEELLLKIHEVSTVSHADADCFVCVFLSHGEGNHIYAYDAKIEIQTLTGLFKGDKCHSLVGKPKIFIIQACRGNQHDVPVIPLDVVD
Target sequence (P55212 194-293 limits assumed): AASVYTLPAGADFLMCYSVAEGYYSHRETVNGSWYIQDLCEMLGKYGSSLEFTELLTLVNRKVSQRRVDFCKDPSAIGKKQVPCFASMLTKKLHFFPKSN
Starred values were filed as active, the others as inactive; nt = not tested or not shown; [ ] = remark or other dose.

The first three compounds, to show the layout:
SMILES	EWS-Fli block	PGC1a acetyl inh	miR122 inh	LGR2 antag	Cneo AK release	FN deposition inh	PAX8 reporter	CASP6 VEID inh
COc1ccccc1-c1ccc2c(c1)O[C@H](CN(C)CC1CCOCC1)[C@@H](C)CN([C@@H](C)CO)S2(=O)=O	30	-25	7[16.7 µM]	0	2	-19	-3	4
O=C(N[C@@H]1C=C[C@@H](CC(=O)N2CCCCC2)O[C@@H]1CO)c1ccc2c(c1)OCO2	0	-2	nt	4	-11	0	1	3
COc1ccc(CNC(=O)CN(C(=O)CCC(=O)Nc2ccccn2)c2cc(C)ccc2C)cc1	4	nt	nt	1	-2	-3	24	5

Results, from the start:
SMILES	EWS-Fli block	PGC1a acetyl inh	miR122 inh	LGR2 antag	Cneo AK release	FN deposition inh	PAX8 reporter	CASP6 VEID inh
COc1ccccc1-c1ccc2c(c1)O[C@H](CN(C)CC1CCOCC1)[C@@H](C)CN([C@@H](C)CO)S2(=O)=O	30	-25	7[16.7 µM]	0	2	-19	-3	4
O=C(N[C@@H]1C=C[C@@H](CC(=O)N2CCCCC2)O[C@@H]1CO)c1ccc2c(c1)OCO2	0	-2	nt	4	-11	0	1	3
COc1ccc(CNC(=O)CN(C(=O)CCC(=O)Nc2ccccn2)c2cc(C)ccc2C)cc1	4	nt	nt	1	-2	-3	24	5
O=C(N/C(=C\c1cccc([N+](=O)[O-])c1)C(=O)N(CCO)CCO)c1ccco1	2	7	6	15	nt	nt	-3	3
CCC(=O)N1[C@H](CO)[C@@H](c2ccc(-c3ccc(C#N)cc3)cc2)C12CN(C(C)=O)C2	-1	5	nt	-6	nt	nt	-3	0
C=CCn1c(SCc2ccccc2C#N)nnc1-c1ccccc1O	nt	0	8	nt	-1	nt	-5	nt
O=C(COc1ccc(Cl)cc1Br)NCC(c1ccco1)N1CCCC1 (configuration not stated)	-15	nt	nt	-4	-2	-5	-6	-1
CCN(CC)C(=O)c1cc2c(=O)n3ccccc3nc2s1	-48	2	3	-31	0	-1	-37	5
Cc1noc(C)c1S(=O)(=O)N(C)C[C@H]1OCCCC[C@H](C)Oc2ccc(NS(=O)(=O)c3cccs3)cc2C(=O)N([C@@H](C)CO)C[C@H]1C	-4	-12	nt	-5	nt	nt	-13	-2
Cn1c(SCC(=O)NNC(=O)c2ccccc2)nnc1C1CC1	-7	1	-3	-9	0	9	-5	-12
COc1ccc(-c2nn(-c3ccccc3)cc2/C=N/Nc2ccc3ccccc3n2)cc1OC	-13	nt	nt	4	nt	-6	18	-1
CCN(CC)S(=O)(=O)c1cccc(-c2n[nH]c(=S)n2/N=C/c2ccc(OC)cc2)c1	nt	nt	-2	12	nt	2	-18	nt
CC[n+]1cc(C)ccc1/C=C/c1ccc(N(C)C)cc1	57*	nt	nt	23	0	-28	87*	-13
O=c1c(-c2ccc(Cl)cc2)[n+]([O-])c2ccccc2n1OCc1ccccn1	nt	-14	-4	nt	5	14	10	nt
CN(C)C(=S)N=c1ssc(=S)n1Cc1ccccc1	37	nt	nt	-8	nt	2	25	-2
Cn1c2ccccc2n2c(=O)c(=O)n(CC(=O)c3ccc(Cl)cc3)nc12	-3	nt	nt	-9	nt	1	22	-1
O=C(CCN1CCCCC1)N1CCc2c([nH]c3ccccc23)C1c1cccnc1 (configuration not stated)	0	1	2	7	nt	-7	13	-2
O=C(NCC1CCCO1)c1cccc(NS(=O)(=O)c2ccc(Br)cc2)c1 (configuration not stated)	-1	-2	9	15	4	-6	16	4
COc1c2ccoc2cc2oc(=O)ccc12	0	-3	-7	-6	0	nt	nt	-3
C[C@H](CO)N1C[C@H](C)[C@H](CN(C)C(=O)NC2CCCCC2)Oc2ccc(NC(=O)Nc3ccc4c(c3)OCO4)cc2CC1=O	4	8	2[16.7 µM]	1	1	nt	16	nt
Cc1noc(C)c1S(=O)(=O)Nc1ccc2c(c1)C(=O)N([C@@H](C)CO)C[C@@H](C)[C@@H](CN(C)Cc1ccc(Oc3ccccc3)cc1)O2	14	-5	79[16.7 µM]	17	3	nt	nt	1
N#C[C@@H]1[C@@H](c2ccccc2C2=CCCCC2)[C@H](CO)N1S(=O)(=O)c1cccc(F)c1	0	-27	nt	28	nt	-22	nt	-1
COc1ccc2c3c(n(C)c2c1)[C@H](CO)N(C(=O)C1CCC1)CC31CCN(C(=O)Nc2cccc(F)c2)CC1	14	nt	nt	8	nt	nt	13	0
C=CCn1c(-c2ccc3ncccc3c2)n[nH]c1=S	2	-7	-4	-9	2	3	10	3
O=C1CC(N2CCN(S(=O)(=O)c3ccccc3F)CC2)C(=O)N1c1ccc(F)cc1F (configuration not stated)	-3	42	-1	nt	nt	4	nt	0
O=C(Nc1nc2ccsc2c(=O)s1)c1ccc(F)cc1Cl	-106	-6	-6	nt	-1	-7	-183	11
Cc1c(C(=O)N2CCC(C)(C(=O)NS(=O)(=O)C3CC3)C2)oc2ccccc12 (configuration not stated)	6	2	0	-9	2	0	nt	1
CCC(C)NCC(=O)Nc1ccc([N+](=O)[O-])cc1C(=O)Nc1ccccc1F (configuration not stated)	9	0	13	-2	6	-3	8	0
O=C(NCCCCc1ccccc1)Nc1cccc(F)c1	nt	-8	51	-11	0	nt	-33	2
CC(=O)N(C)C[C@H]1Oc2ncc(-c3ccccc3C)cc2C(=O)N([C@@H](C)CO)C[C@H]1C	-5	4	-8[16.7 µM]	0	3	2	nt	1
Cc1cc2c(cc1S(=O)(=O)Nc1ccc(OC(F)(F)F)cc1)OCC(=O)N2	nt	11	23	5	-1	-6	11	8
O=C(CCCN1C(=O)C2CC=CCC2C1=O)Nc1ccccc1Cl (configuration not stated)	nt	nt	2	11	0	-7	-16	0
N#Cc1cn(OCc2ccccc2)c(=O)[nH]c1=O	nt	-11	-1	6	0	10	5	nt
CCCNC(=O)N[C@@H]1C=C[C@@H](CC(=O)N2CCN(C)CC2)O[C@H]1CO	4	3	nt	5	-2	-7	-4	-4
CC(NCc1ccc(F)cc1)C(=O)Nc1cc(S(=O)(=O)N2CCCCC2)ccc1Cl (configuration not stated)	19	-3	nt	5	nt	4	20	0
CC(C)(C)C1CCN2CCC[C@](c3ccccc3)(C1)[C@@]21CO1 (some centres not stated)	-8	nt	nt	nt	nt	-5	-6	4
Cc1ccsc1C(=O)OCC(=O)N1CCN(c2ccccc2)CC1	-41	nt	nt	-42	nt	6	-28	1
CCOC(=O)[C@]12CCC=C1N(Cc1ccc(Cl)cc1Cl)C(=O)[C@H](CC(=O)NCc1ccc(C)o1)C2	10	nt	nt	1	nt	-5	-3	-5
Cc1c(N=Cc2ccc(Cl)o2)c(=O)n(-c2ccccc2)n1C	5	30	-4	-1	nt	nt	nt	18
C=CCc1c(C)nc(-c2ccccc2)nc1N/N=C(\C)c1ccc(N)cc1	nt	4	-4	-2	1	3	nt	nt
CCC(C(=O)Nc1cc(C)on1)c1ccccc1 (configuration not stated)	nt	-17	6	nt	7	-12	-7	nt
CCOC(=O)Cc1ccc(Nc2nc(NCCOC)nc3ccsc23)cc1	0	nt	-1	-22	0	-2	13	0
CC=Cc1ccc2n(c1=O)C[C@H]1[C@H](CO)[C@@H](C(=O)NCC3CC3)[C@@H]2N1S(=O)(=O)c1cn(C)cn1 (mixture of isomers)	-6	nt	2[16.7 µM]	-5	-2	nt	-7	nt
COc1ccc(N2CC(C(=O)Nc3nnc(SCC(=O)NC(C)(C)C)s3)CC2=O)cc1 (configuration not stated)	13	nt	nt	4	nt	0	-10	3
COC(=O)c1ccc(C2/C(=C(\O)c3ccc4c(c3)OCCO4)C(=O)C(=O)N2c2nnc(C)s2)cc1 (configuration not stated)	-8	9	-4	8	-1	-1	-40	4
O=C(NC[C@H]1CC[C@@H]2[C@@H](CN2C(=O)CN2CCOCC2)O1)NC1CCCCC1	0	0	nt	nt	nt	nt	-19	-2
COc1ccc(-c2csc(NC3OC(=O)c4c3ccc(OC)c4OC)n2)cc1OC (configuration not stated)	44	-8	-4	nt	2	6	9	-5
COc1ccc(Cc2nnc(NC(=O)C3CCCO3)s2)cc1OC (configuration not stated)	nt	-10	1	nt	-4	3	-17	nt
Nc1ccc(S(=O)(=O)Nc2nccc(/C=C/c3ccc(Cl)cc3Cl)n2)cc1	3	3	9	2	12	-3	-7	-1
Cc1cc(C(=O)C(C)Cl)c(C)n1Cc1ccco1 (configuration not stated)	3	nt	nt	8	nt	-12	-9	2
Cc1ccc(S(=O)(=O)N2[C@H](c3ccccc3)CC(=O)[C@@H]3CN(S(=O)(=O)c4ccccc4)[C@H](c4ccccc4)C[C@@H]32)cc1	5	1	6	19	-3	nt	-13	-1
Cc1nnc(SC(C)C(=O)NCC2CCCO2)n1-c1ccccc1 (configuration not stated)	nt	-5	-10	nt	5	-9	5	nt
CO[C@@H]1CN(C)C(=O)c2cc(NC(=O)Nc3cccc(F)c3)ccc2OC[C@@H](C)N(C(=O)Nc2c(C)noc2C)C[C@@H]1C	-2	-3	nt	-3	0	-5	-8	-1
CCN(CC(=O)NCc1ccc(Cl)cc1)C(=O)c1cc(OC)cc(OC)c1	0	nt	-3	8	8	-12	3	-1
Nc1nc(NCC2CCCO2)nc(Nc2ccc(Cl)cc2)c1[N+](=O)[O-] (configuration not stated)	-10	7	-4	-8	-1	3	9	1
COc1ccc(N(CC(=O)NCCc2ccccc2)C(=O)CCC(=O)Nc2nccs2)c(OC)c1	5	nt	nt	7	21	12	-6	0
N#Cc1ccc(-c2ccc(C3[C@H]4CNC[C@@H]3N4S(=O)(=O)c3ccc(-c4ccccc4)cc3)cc2)cc1 (some centres not stated)	2	4	nt	-3	nt	11	-26	-1
C=CCn1c(SCc2ccc(F)cc2)nnc1-c1sc2nc(C)cc(C)c2c1N	2	-11	5	nt	6	-7	6	-3
CC1(C)N=c2ccc([N+](=O)[O-])c(N)c2=[N+]1[O-]	-10	-4	nt	2	nt	-6	20	3
CN(C)C1=NCCN1CCC1CCCC1	-2	-4	3	6	-2	-3	6	-2
(continued)
SMILES	EWS-Fli block	PGC1a acetyl inh	miR122 inh	LGR2 antag	Cneo AK release	FN deposition inh	PAX8 reporter	CASP6 VEID inh
CCOC(=O)N1CCN(S(=O)(=O)c2ccc(OCC)cc2)CC1	12	-12	0	-16	1	nt	nt	3
C[C@@H]1CCCCO[C@H](CN(C)Cc2ccc3c(c2)OCO3)[C@H](C)CN([C@H](C)CO)C(=O)c2cc(NS(=O)(=O)c3ccc(F)cc3)ccc2O1	11	-13	-8[16.7 µM]	-35	9	1	-14	2
Cc1c(C(=O)N2CCCCC2)c(S(=O)(=O)NCCc2ccccc2)c(C)n1C	-1	-12	17	10	5	-2	-7	-1
COC(=O)c1ccc(C(=O)N(C)C2CCCN(Cc3ccccc3F)C2)nc1 (configuration not stated)	-6	-13	1	-2	-1	-2	1	-1
COCCCNC(=O)CSc1c2c(nc3ccc(Cl)cc13)CCCC2	-21	nt	nt	7	nt	-1	16	2
O=S(=O)(NC1=NCCC1)c1ccc(F)cc1	nt	39	-1	nt	-2	5	nt	nt
CC1CCC/C(=C\Nc2ccc(C(=O)O)c(O)c2)C1=O (configuration not stated)	-62	15	nt	4	nt	-2	-11	8
COc1ccc(CN(C)C[C@H]2OCCCC[C@@H](C)Oc3ccc(NC(=O)c4ccccc4)cc3C(=O)N([C@@H](C)CO)C[C@@H]2C)cc1	3	2	-3[16.7 µM]	7	-4	nt	-20	1
